TbREL1 primary – TbREL1 inhibition, primary screen; TbREL1 RNA ligation, FRET fluorescence; inhibition, % at 9.66 µM; P86926; AID 1117264; actives 0.49% (n = 89,000);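 active = inhibition above the mean inhibition across all screened compounds plus 3 SD, cut at about 11% in these data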;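 note: 0% = plate median of test wells and 100% = NSC42067 control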
Target sequence (P86926 whole entry, looked up): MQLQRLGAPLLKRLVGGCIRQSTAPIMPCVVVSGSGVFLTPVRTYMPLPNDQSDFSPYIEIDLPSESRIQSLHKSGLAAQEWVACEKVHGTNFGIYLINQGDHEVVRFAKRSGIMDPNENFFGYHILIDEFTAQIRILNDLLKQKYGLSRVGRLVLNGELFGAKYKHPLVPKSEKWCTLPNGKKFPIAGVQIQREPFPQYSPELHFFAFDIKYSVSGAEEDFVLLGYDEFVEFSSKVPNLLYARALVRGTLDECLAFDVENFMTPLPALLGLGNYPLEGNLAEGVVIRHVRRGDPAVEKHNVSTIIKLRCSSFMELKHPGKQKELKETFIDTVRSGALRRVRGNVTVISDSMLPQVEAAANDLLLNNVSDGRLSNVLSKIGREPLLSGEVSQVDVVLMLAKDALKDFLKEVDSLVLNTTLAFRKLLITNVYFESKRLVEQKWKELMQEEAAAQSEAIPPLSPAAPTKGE
An asterisk follows results filed as active. An excerpt; the hit share may differ from the screen's.

Results for CCN(CC)CCN(C(=O)c1ccc2c(c1)CCCC2)c1nc2ccc(C)cc2s1 ?
TbREL1 primary: 4.7

How did Cc1ccsc1C(=O)N1CC=C(c2ccccc2)CC1 do in these assays?
TbREL1 primary: 5.9

How did COc1cccc(/C=N/Nc2ccc(Cl)nn2)c1OC do in these assays?
TbREL1 primary: 3.8

What do the screens show for `COc1ccc(-c2cccc(NS(=O)(=O)c3cc([N+](=O)[O-])ccc3Cl)c2)nn1`?
TbREL1 primary: -2.1

What do the screens show for `COc1ccc(C(=O)COc2ccc(NC(C)=O)cc2)cc1`?
TbREL1 primary: -3.5

How did CN1CCN(C(=O)c2cnn3c(C(F)(F)F)cc(-c4cccs4)nc23)CC1 do in these assays?
TbREL1 primary: -2.5

How did CN(C)C=Nc1nonc1-c1ncn[nH]1 do in these assays?
TbREL1 primary: 1.7

How did COc1cccc(N2CCN(C(=O)c3ccc(N4C(=O)NC5CC4(C)Oc4ccccc45)cc3)CC2)c1 (configuration not stated) do in these assays?
TbREL1 primary: -4.3

Results for Cc1cc2oc(C(=O)N(Cc3ccco3)C3CCS(=O)(=O)C3)cc(=O)c2cc1Cl (configuration not stated) ?
TbREL1 primary: -3.1

How did CCc1ccc(CN(C)C(=O)c2cc(S(=O)(=O)N3CCN(CC)CC3)ccc2Cl)cc1 do in these assays?
TbREL1 primary: -0.7

How did Cc1ccc(CNC(=O)CSc2c3c(nc4ccc(Cl)cc24)CCCC3)o1 do in these assays?
TbREL1 primary: 0.3

What do the screens show for `CCC(C)OC(=O)c1[nH]c2c(c1C)C(=O)CC(c1ccc(N(C)C)cc1)C2` (configuration not stated)?
TbREL1 primary: -4.1

How did NC(=O)c1ccc(-n2nnnc2SCc2ccccc2)cc1 do in these assays?
TbREL1 primary: 0.1

What do the screens show for `Cc1cc(C(=O)OCC(=O)NC2CCS(=O)(=O)C2)c(C)n1-c1ccccc1` (configuration not stated)?
TbREL1 primary: -5.0

Results for Cc1ccccc1N(C)C(=O)Cn1nnc(-c2ccccc2F)n1 ?
TbREL1 primary: 1.2

How did COc1ccc(C(=O)Nc2ccc(SC(F)F)cc2)cc1 do in these assays?
TbREL1 primary: 9.3

What do the screens show for `CCn1c(C)c(C)c2cc(C(=O)N3CCCC3)ccc21`?
TbREL1 primary: -12.3

How did Clc1ccc(OCCCNCc2ccccc2)c(Br)c1 do in these assays?
TbREL1 primary: 1.9

How did CCCCC(=O)N1CCN(C(=O)c2ccc3nc(C)n(C4CCCC4)c3c2)CC1 do in these assays?
TbREL1 primary: -0.5

How did COc1ccc(OC)c(NC(=O)CN2CCN(C(=O)c3ccco3)CC2)c1 do in these assays?
TbREL1 primary: -0.1

Results for COCCn1c(SCC(=O)NC(C)c2ccccc2)nc2ccccc21 (configuration not stated) ?
TbREL1 primary: -1.2

How did CCOC1=C2CN(S(=O)(=O)c3ccc(C)cc3)[C@@H](c3cccs3)C[C@H]2[C@H]2C(=O)N(c3ccccc3)C(=O)[C@H]2C1 do in these assays?
TbREL1 primary: -7.6

How did CCOc1ccc(/C(O)=C2/C(=O)C(=O)N(CCCn3ccnc3)C2c2cccs2)cc1Cl (configuration not stated) do in these assays?
TbREL1 primary: -4.7

What do the screens show for `Cc1cccc(-n2cnc(C(=O)NNC(=S)Nc3ccccc3)c2)n1`?
TbREL1 primary: -2.2

Results for CCN1CCN(C(=O)C2CCN(S(=O)(=O)c3ccc(Br)cc3)CC2)CC1 ?
TbREL1 primary: -2.1

What do the screens show for `Cc1oc(-c2cccc3ccccc23)nc1CN1CCC[C@H]1CO`?
TbREL1 primary: -4.1

What do the screens show for `CC(C)(O)C(=O)N/N=C\c1ccc(OC/C=C/c2ccccc2)cc1`?
TbREL1 primary: 0.2

What do the screens show for `c1ccc(Nc2cccc(Nc3ccccc3)n2)cc1`?
TbREL1 primary: -2.0

Results for Cn1c(C(C#N)/C(=N\S(=O)(=O)c2cccs2)c2ccccc2)nc2ccccc21 (configuration not stated) ?
TbREL1 primary: 1.5

How did O=c1c2ccccc2nc(-c2ccc(Cl)cc2)n1C1CCS(=O)(=O)C1 (configuration not stated) do in these assays?
TbREL1 primary: 5.3

What do the screens show for `Cc1cc2nc(C3CCCCC3)c(Cc3ccccc3C(F)(F)F)n2c(C)c1Br`?
TbREL1 primary: 7.5

What do the screens show for `Cc1ccccc1-c1nc2c(s1)CCc1onc(-c3ccc(Cl)cc3)c1-2`?
TbREL1 primary: -0.1

How did COCCNS(=O)(=O)c1cccc2cccnc12 do in these assays?
TbREL1 primary: -1.9

What do the screens show for `CCN(CCO)Cc1csc2ccc(Br)cc12`?
TbREL1 primary: 2.3

Results for COc1ccc(S(=O)(=O)N2CCC(C(=O)Nc3nnc(CCN4CCCCC4)s3)CC2)cc1 ?
TbREL1 primary: 6.6

Results for CCN1CCCC1CNCC(O)COc1ccc(C(C)(C)C)cc1C (configuration not stated) ?
TbREL1 primary: 5.4

What do the screens show for `O=C(CN1CCN(C(=O)c2ccccc2F)CC1)Nc1ccc(Br)cc1`?
TbREL1 primary: -2.0

How did Cc1cccc(-n2ncc3c(NCCc4ccc(S(N)(=O)=O)cc4)ncnc32)c1 do in these assays?
TbREL1 primary: 1.1

Results for Cc1ccc(NC(=O)Nc2nc3ccc(S(C)(=O)=O)cc3s2)cc1 ?
TbREL1 primary: 2.6

How did C/C=C/c1ccc(OCC(O)CN2CCCCCCC2)c(OC)c1 (configuration not stated) do in these assays?
TbREL1 primary: 3.1

What do the screens show for `CC(=O)Oc1ccc(/C=C2\N=C(C3CCCCC3)OC2=O)cc1`?
TbREL1 primary: 7.7

Results for CCN1CCc2nc3ccccc3c(C(=O)Nc3ccc(C#N)cc3)c2C1 ?
TbREL1 primary: -0.8

Results for Cc1cccc(N(CC(=O)NCc2ccc(F)cc2)C(=O)c2csnn2)c1C ?
TbREL1 primary: -0.8

Results for CC1C(=O)N2CCCc3cc(NC(=O)C4CC4)cc1c32 (configuration not stated) ?
TbREL1 primary: 4.8

Results for CC1(C)C2CCC1(C)C(Nc1ccccc1)C2 (configuration not stated) ?
TbREL1 primary: 2.6

How did Cc1ccc(NC(=O)C2C3C=CC4(CN(Cc5cccnc5)C(=O)C24)O3)cc1 (configuration not stated) do in these assays?
TbREL1 primary: 1.1

What do the screens show for `CCOC(=O)C1CCN(C(=O)c2ccc(S(=O)(=O)Nc3ccccc3OC)cc2)CC1`?
TbREL1 primary: 0.5

Results for CN(C(=O)COC(=O)c1ccccc1SCC(=O)N1CCCC1)C1(C#N)CCCCC1 ?
TbREL1 primary: -2.9

Results for Cc1ccc(CNC(=O)c2ccc(N3CCC4(CC3)CC(c3cccc(Br)c3)=NO4)c(NC(=O)c3c(Cl)cccc3Cl)c2)cc1 ?
TbREL1 primary: 0.8

How did Cc1ccc(Nc2nnc(SCC(=O)NC3CC3)s2)cc1 do in these assays?
TbREL1 primary: 0.4

Results for CCOC(=O)c1c(N)sc2c(O)c(Br)ccc12 ?
TbREL1 primary: -0.4

What do the screens show for `CC(=O)Nc1ccc(C(=O)N2CCCc3ccccc32)cc1`?
TbREL1 primary: -2.1

How did COc1ccc(CC(=O)Nc2ccc(F)c(F)c2F)cc1S(=O)(=O)N1CCOCC1 do in these assays?
TbREL1 primary: -0.2

What do the screens show for `O=C1CCC(=O)N1CNc1cccnc1`?
TbREL1 primary: -1.5

Results for C[C@H]1[C@@H](N(C)CC2CCCCC2)CC[C@@]23CCCN2C(=O)CCC[C@@H]13 ?
TbREL1 primary: 3.0

Results for O=C1c2ccccc2C(=O)C1c1ccnc2ccccc12 ?
TbREL1 primary: 1.1

Results for COc1ccc(-c2c(C)nc3c(-c4ccccn4)cnn3c2N)cc1 ?
TbREL1 primary: -2.3

How did O=C(OCc1nnc(-c2ccccc2)o1)c1cc([N+](=O)[O-])ccc1Cl do in these assays?
TbREL1 primary: -0.1

Results for CNC(=S)NNC(=O)c1oc2nc(-c3ccccc3)cc(-c3ccco3)c2c1N ?
TbREL1 primary: 0.2

Results for Cc1ccc(S(=O)(=O)NCCC(=O)NNC(=O)COc2ccccc2Cl)cc1C ?
TbREL1 primary: -0.7

How did O=c1[nH]c(CN2CCCC2)nc2sc3c(c12)CCC3 do in these assays?
TbREL1 primary: -3.7

Results for S=C(NCC1CCCO1)Nc1cccc(Cl)c1 (configuration not stated) ?
TbREL1 primary: -2.8

What do the screens show for `COc1ccc(NC(=O)C2c3cc(OC)c(OC)cc3C(=O)N(C)C2c2cccnc2)cc1OC` (configuration not stated)?
TbREL1 primary: 2.3

Results for COc1ccc(OC)c(-c2nnc(SCC(=O)N3CCOCC3)o2)c1 ?
TbREL1 primary: 0.0

What do the screens show for `COc1ccc(CCNC(=O)C2CC3Cn4c(nc5ccccc54)C3N2c2ccccc2)cc1` (configuration not stated)?
TbREL1 primary: -0.9

How did C[C@H]1[C@@H](OC(=O)NCc2ccco2)CC[C@@]23CCCN2C(=O)CCC[C@@H]13 do in these assays?
TbREL1 primary: 2.1

Results for CC(=O)n1cc(/C=C2/N=C(c3ccccc3)OC2=O)c2ccccc21 ?
TbREL1 primary: -1.5

What do the screens show for `CC(C)=NNc1nc(-c2ccc(N3C(=O)CCC3=O)cc2)cs1`?
TbREL1 primary: -3.4

What do the screens show for `c1ccc(-c2sc3ccccc3c2-c2ccc(OCCN3CCCC3)cc2)cc1`?
TbREL1 primary: 3.4

Results for O=C1OC(Oc2ccccc2)(c2ccccc2)c2ccccc21 (configuration not stated) ?
TbREL1 primary: 2.9

What do the screens show for `CCOC(=O)C1C2C=CC3(CN(Cc4cccs4)C(=O)C13)O2` (configuration not stated)?
TbREL1 primary: -2.2

What do the screens show for `CCN(CC(=O)NC(=O)NCc1ccccc1)Cc1ccccc1`?
TbREL1 primary: 0.4

Results for N#CCCN(Cc1cccnc1)C(=S)NC(=O)c1ccc(S(=O)(=O)N2CCCC2)cc1 ?
TbREL1 primary: -2.2

What do the screens show for `O=C(Cn1cc(C(F)(F)F)ccc1=O)Nc1ccccc1`?
TbREL1 primary: 0.2

How did COc1ccc(C2/C=C\CN(CC3CC3)CC(=O)N2Cc2ccc(F)cc2)cc1 (configuration not stated) do in these assays?
TbREL1 primary: 1.0

Results for COC(=O)CN1C(=S)N(c2ccc(Cl)cc2)C(=O)C1CC(=O)Nc1ccc(Cl)cc1 (configuration not stated) ?
TbREL1 primary: 1.5

Results for COc1ccc(C2=CSC3=NCCN23)cc1Cl ?
TbREL1 primary: -0.9

Results for CC(C)(C)c1ccc(C(=O)NCCCNC(=O)c2ccccn2)cc1 ?
TbREL1 primary: 4.9

How did CCOC(=O)NC(Nc1nnc(C)s1)(C(=O)OCC)C(F)(F)F (configuration not stated) do in these assays?
TbREL1 primary: 0.4

What do the screens show for `COCCNC(=O)c1cn(Cc2c(F)cccc2Cl)nn1`?
TbREL1 primary: 0.2

Not a retest: 14 of the compounds above.
How did C[C@H]1[C@@H](OC(=O)NCc2ccco2)CC[C@@]23CCCN2C(=O)CCC[C@@H]13 do in these assays?
TbREL1 primary: 2.1

Results for CC(=O)n1cc(/C=C2/N=C(c3ccccc3)OC2=O)c2ccccc21 ?
TbREL1 primary: -1.5

What do the screens show for `CC(C)=NNc1nc(-c2ccc(N3C(=O)CCC3=O)cc2)cs1`?
TbREL1 primary: -3.4

What do the screens show for `c1ccc(-c2sc3ccccc3c2-c2ccc(OCCN3CCCC3)cc2)cc1`?
TbREL1 primary: 3.4

Results for O=C1OC(Oc2ccccc2)(c2ccccc2)c2ccccc21 (configuration not stated) ?
TbREL1 primary: 2.9

What do the screens show for `CCOC(=O)C1C2C=CC3(CN(Cc4cccs4)C(=O)C13)O2` (configuration not stated)?
TbREL1 primary: -2.2

What do the screens show for `CCN(CC(=O)NC(=O)NCc1ccccc1)Cc1ccccc1`?
TbREL1 primary: 0.4

Results for N#CCCN(Cc1cccnc1)C(=S)NC(=O)c1ccc(S(=O)(=O)N2CCCC2)cc1 ?
TbREL1 primary: -2.2

What do the screens show for `O=C(Cn1cc(C(F)(F)F)ccc1=O)Nc1ccccc1`?
TbREL1 primary: 0.2

How did COc1ccc(C2/C=C\CN(CC3CC3)CC(=O)N2Cc2ccc(F)cc2)cc1 (configuration not stated) do in these assays?
TbREL1 primary: 1.0

Results for COC(=O)CN1C(=S)N(c2ccc(Cl)cc2)C(=O)C1CC(=O)Nc1ccc(Cl)cc1 (configuration not stated) ?
TbREL1 primary: 1.5

Results for COc1ccc(C2=CSC3=NCCN23)cc1Cl ?
TbREL1 primary: -0.9

Results for CC(C)(C)c1ccc(C(=O)NCCCNC(=O)c2ccccn2)cc1 ?
TbREL1 primary: 4.9

How did CCOC(=O)NC(Nc1nnc(C)s1)(C(=O)OCC)C(F)(F)F (configuration not stated) do in these assays?
TbREL1 primary: 0.4

(next part)
How did CC(CCc1ccccc1)NC(=O)c1cncc(Br)c1 (configuration not stated) do in these assays?
TbREL1 primary: 3.4

How did Cc1cnc(CNC(=O)c2ccc3oc(Cc4ccc(Cl)cc4)nc3c2)cn1 do in these assays?
TbREL1 primary: -5.5

How did CCOc1ccc(N(CC(=O)NC2CCCCC2)C(=O)CCCC(=O)Nc2ccccn2)cc1 do in these assays?
TbREL1 primary: 10.7

What do the screens show for `Cc1csc(NC(=O)C(C)Oc2ccc(Cl)cc2C)n1` (configuration not stated)?
TbREL1 primary: 0.5

What do the screens show for `CCC(Cc1ccccc1)NS(=O)(=O)c1c(C)nc2scc(C)n2c1=O` (configuration not stated)?
TbREL1 primary: 3.1

How did CCC(=O)N(NC1=NS(=O)(=O)c2ccccc21)S(=O)(=O)c1ccc(C)cc1 do in these assays?
TbREL1 primary: -1.0

Results for COc1ccc(CN2CCSCC2)c(OC)c1C ?
TbREL1 primary: 7.5

How did COc1ccc(C(C#N)Nc2ccccc2C)cc1 (configuration not stated) do in these assays?
TbREL1 primary: 1.7

Results for C[C@H]1O[C@H](C2CCCC2)CC2=C1C(=O)OC(C)(C)O2 ?
TbREL1 primary: 2.3

How did COc1ccccc1CN1C(=O)c2ccccc2C1C(=O)NC1CCC(C)CC1 (configuration not stated) do in these assays?
TbREL1 primary: -2.0

How did CCOC(=O)c1cccc(NC(=O)C2CCCN(S(=O)(=O)c3c(C)n[nH]c3C)C2)c1 (configuration not stated) do in these assays?
TbREL1 primary: 3.6

Results for CC(C)c1ccc(NC(=O)C(=O)C2C(=O)Nc3ccccc32)cc1 (configuration not stated) ?
TbREL1 primary: 1.7

How did C[C@H]1[C@@H](c2ccccc2)Oc2ccc(Cl)cc2S(=O)(=O)N1Cc1ccc(Cl)cc1 do in these assays?
TbREL1 primary: 3.0

Bioassay records (PubChem BioAssay)
